Imprint erasure: induces erasure of genomic imprints in mouse ES cells | mouse ES Peg3-LacZ reporter, beta-gal luminescence, 40 h | hit rate 0.02% among 110,000 | Potency, µM (titrated, usually from 60.7 µM), for the others: at the top dose activity change, positive = activation, usual class: activators;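 further: 0% = negative control wells on the plate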
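Imprint erasure is scored as LacZ activity from the silenced maternal Peg3 allele in feeder-free female ES cells cultured 40 h with LIF. Luminescence is normalized to in-plate negative controls and fitted to the Hill equation.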
IkB sig inh: inhibitors of IkB signaling in ABC-DLBCL cells. ABC-DLBCL IkBa-CBG/CBR dual luciferase ratio, 4 h; response scale: scaled: untreated 0%, proteasome inhibitor 100%. Potency, µM (series often up to 57.1 µM), inactives show at the highest dose IkBa stabilization activation. hit rate 0.04% among 110,000; active means well fitted curve in the direction sought with a large enough effect in the signal ratio, not every such curve was filed as active; inconclusive means small, poorly fitted or top-dose-only effect, or a change in a side signal; the % refers to the signal ratio;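 further: the direction sought is a rising ratio; 0% = basal untreated cells and 100% = reference inhibitor full response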
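Luminescence ratio of IκBα-fused green versus native red beetle luciferase in OCI-Ly3 cells, 4 h post-doxycycline with compound; red signal alone, scaled from basal (0%) to zero light (-100%), flagged nonspecific or cytotoxic effects.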
p53ts 32C kill: p53ts cell cytotoxicity, permissive temperature. Potency, µM (highest dose often 46.1 µM), for inactives: at the top dose activity change, negative = cytotoxicity, most hits filed as cytotoxic. hit rate 0.93% among 130,000. H1299-p53A138V at 32C, ATP luminescence viability, 24 h;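 further: 0% = DMSO and -100% = full killing by reference compound; nearly all actives have a fitted effect of over 55% in size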
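Cells: H1299 p53ts (A138V), 600/well, pre-incubated 16–30 h at 37C. Cpd up to 46 uM, 24 h, 32C. Readout: ATPlite luminescence, 20 min RT. Normalization: DMSO vs tamoxifen 100 uM. AC50 by Hill equation.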
p53ts 39C kill: p53ts cell cytotoxicity, nonpermissive temperature | H1299-p53A138V viability at 39C, ATP luminescence, 24 h | Potency, µM (top dose mostly 46.1 µM), for the others: top-dose activity change, negative = cell killing, hits mostly cytotoxic | hit rate 1.5% among 130,000 | AID 902; further: nearly all actives have a fitted effect of over 55% in size
Active calls of the source: *; u = inconclusive; x = no result given; [ ] = remark or other dose. Unless noted, the call rests on the fitted dose curve; in most records, active means well fitted curve in the direction sought with a large enough effect; inconclusive means small, poorly fitted or top-dose-only effect, or another doubt; inactive means no such curve, though single readings can be large; an effect the other way counts as inactive or inconclusive. Unless noted, on the % scale 0 is the no-effect control and ±100 the full control effect; potency means the concentration at half of the fitted maximal effect. Rows are unselected; about 1.8% have a hit in one of these screens.

cpd | structure | Imprint erasure | IkB sig inh
1 | O=C(Cn1c(=O)oc2cc(S(=O)(=O)NCc3ccccc3)ccc21)NCc1ccco1 | -14% | -1.1%
2 | C=CCc1cccc(CNc2c(C)n(C)n(-c3ccccc3)c2=O)c1O | -27% | 0.5%
3 | O=C(c1cc(C(F)(F)F)cc(C(F)(F)F)c1)N1CCC2(CC1)CN(c1ccccc1)C2 | x | 4.1%[11.4 µM]
4 | CCCCn1c(CN2CCN(c3ccc(OC)cc3)CC2)nc2c1c(=O)[nH]c(=O)n2C | 21%[10.9 µM] | -1.8%
5 | Cc1csc2nc(CSc3nncn3-c3ccccc3)c(Br)n12 | -10% | 0.2%
6 | O=C(O)CCCCNS(=O)(=O)c1ccc(Cl)c(C(F)(F)F)c1 | -15% | 0.2%
7 | CC(C)CCNC(=O)c1ccc(NC(=O)N2CCCCc3ccccc32)cc1 | 11%[10.9 µM] | 1.6%
8 | Cc1ccc(NC(=O)Cn2nc(C(=O)Nc3ccc(C)cc3)ccc2=O)cc1 | -11%[10.9 µM] | 0.0%
9 | Cc1oc(-c2cccc(Cl)c2)nc1CN1CCC(C(=O)NCCCN2CCN(c3ccc(F)cc3)CC2)CC1 | -14%[10.9 µM] | -0.8%
10 | CCOC(=O)Cc1csc(SCC(=O)Nc2sc3c(c2C(N)=O)CCC3)n1 | -8% | u
11 | CCC1CCc2sc(C(=O)O)cc2C1 (centres undefined) | 6% | -1.2%
12 | Cc1sc2ncn(CC(=O)Nc3ccc(C(C)C)cc3)c(=O)c2c1S(=O)(=O)N1CCN(c2ncccn2)CC1 | -5%[10.9 µM] | 1.3%

cpd | p53ts 32C kill | p53ts 39C kill
1 | -1% | 3%
2 | 6% | 7%
3 | -9% | -8%
4 | 4% | 7%
5 | 2% | -12%
6 | -4% | -2%
7 | 0% | -19%
8 | 16% | 5%
9 | 4% | -15%
10 | -12% | -16%
11 | -13% | 3%
12 | -25% | u

Continuation:
cpd | structure | Imprint erasure | IkB sig inh
13 | COc1ccc(NC(=O)c2cnc3n(c2=O)CCS3)cc1OC | x | x
14 | Cn1c(Cc2csc(N)n2)nnc1SCC(=O)NCc1ccccc1 | -7% | 0.9%
15 | CCCSc1ncc(Cl)c(C(=O)Nc2c(C(=O)Nc3ccc(C)cc3)oc3ccccc23)n1 | -44%[inhibitor][10.9 µM] | -2.0%
16 | CCOC(=O)c1c(-c2ccc(C)o2)csc1NC(=O)COC(=O)c1cccs1 | -27% | u
17 | CCOc1ccc(N(C(C)C(=O)NCCSc2ccc(Cl)cc2)S(C)(=O)=O)cc1 (centres undefined) | -14%[10.9 µM] | u
18 | CNc1nc(Nc2ccc(C)c(Cl)c2)nc(N)c1[N+](=O)[O-] | x | x
19 | COc1cccc(CNC(=O)NCc2noc3ccc(C)cc23)c1 | -11%[10.9 µM] | u
20 | COCCCN1C(=O)c2ccccc2C1C(=O)NC1CCCCCC1 (centres undefined) | 2% | 2.0%
21 | C=CCOc1ccc(/C(O)=C2\C(=O)C(=O)N(CCCOC)C2c2ccncc2)cc1 (centres undefined) | -6% | 1.0%
22 | Cc1nnc(SCC(=O)N2CCc3ccccc32)n1-c1ccccc1 | -21% | 3.2%
23 | CC(C)(C)C(=O)N=C1SC2CS(=O)(=O)CC2N1c1ccc2c(c1)OCO2 (centres undefined) | -7% | 0.4%
24 | Cc1cc(C)c2c(-n3cccc3)c(C(=O)NCc3cccc(F)c3)sc2n1 | 3%[10.9 µM] | 2.1%

cpd | p53ts 32C kill | p53ts 39C kill
13 | -3% | -11%
14 | 7% | 2%
15 | 7% | -2%
16 | 4% | -1%
17 | 3% | -9%
18 | -22% | -21%
19 | 5% | 13%
20 | 14% | -11%
21 | -3% | 4%
22 | 9% | 16%
23 | 8% | 0%
24 | 8% | 2%

Among those listed so far, 5 contain a Cl atom.
cpd | structure | Imprint erasure | IkB sig inh
6 | O=C(O)CCCCNS(=O)(=O)c1ccc(Cl)c(C(F)(F)F)c1 | -15% | 0.2%
9 | Cc1oc(-c2cccc(Cl)c2)nc1CN1CCC(C(=O)NCCCN2CCN(c3ccc(F)cc3)CC2)CC1 | -14%[10.9 µM] | -0.8%
15 | CCCSc1ncc(Cl)c(C(=O)Nc2c(C(=O)Nc3ccc(C)cc3)oc3ccccc23)n1 | -44%[inhibitor][10.9 µM] | -2.0%
17 | CCOc1ccc(N(C(C)C(=O)NCCSc2ccc(Cl)cc2)S(C)(=O)=O)cc1 (centres undefined) | -14%[10.9 µM] | u
18 | CNc1nc(Nc2ccc(C)c(Cl)c2)nc(N)c1[N+](=O)[O-] | x | x

cpd | p53ts 32C kill | p53ts 39C kill
6 | -4% | -2%
9 | 4% | -15%
15 | 7% | -2%
17 | 3% | -9%
18 | -22% | -21%

Remaining list, next part.
cpd | structure | Imprint erasure | IkB sig inh
25 | CCn1c(NCc2ccco2)nc2c1c(=O)n(C)c(=O)n2C | -14% | 2.6%
26 | O=C(NCC1CCCO1)C1CCN(S(=O)(=O)N2CCCC2)CC1 (centres undefined) | -2% | -1.4%
27 | COc1ccc(OC)c(C(c2nnnn2C2CCCC2)N2CCN(c3ccccc3F)CC2)c1 (centres undefined) | x | 4.1%
28 | Cc1ccccc1NC(=O)c1cc2ccccc2o1 | -46%[inhibitor][10.9 µM] | u
29 | COCCCNc1nc2c(c(=O)n(Cc3ccccc3)c(=O)n2C)n1C | 18%[10.9 µM] | -0.4%
30 | CCCCN(C)CCCNC(=O)CCn1nc(-c2ccccc2)ccc1=O | 5% | 1.4%
31 | Cc1ccc(C(=O)N2CCN(C(=O)CN3CCCC3)C2)cc1 | -11% | -0.2%
32 | Cc1ccc(C)c(N2CCN(CCCNC(=O)Cn3cc4c(n3)CCC(C)C4)CC2)c1 (centres undefined) | -18% | 1.0%
33 | O=c1[nH]nc2c3ccccc3cnn12 | -6% | -0.1%
34 | Cc1ccc2nc(/C(C#N)=C/c3ccc(-c4ccc(F)cc4F)o3)[nH]c2c1 | -19%[10.9 µM] | u
35 | COCCn1c(=O)c(-c2cccc(Cl)c2)nc2cncnc21 | 0% | 2.5%[11.4 µM]
36 | Cc1ccc(Nc2c(-c3ccc(N(C)C)cc3)nc3ccccn23)cc1 | -17%[10.9 µM] | u

cpd | p53ts 32C kill | p53ts 39C kill
25 | 0% | 1%
26 | -8% | -2%
27 | -1% | 7%
28 | u | u
29 | 5% | 11%
30 | -1% | 3%
31 | 6% | -3%
32 | -19% | -4%
33 | -6% | 0%
34 | 6.3µM* | 5µM*
35 | 3% | 0%
36 | -28% | 34%[activator]

Other entries
cpd | structure | Imprint erasure | IkB sig inh
37 | CC1CCC2C(=O)N3C(CCC(C)[C@@H]3c3ccc(-c4ccco4)cc3)C(=O)N2C1c1cccc(N2CCCC2=O)c1 (some centres undefined) | x | x
38 | CNC(=O)N(O)C1N(C)C(=O)N(Cc2ccccc2)C1(C)C (centres undefined) | 0% | -3.1%
39 | CCC(C)(C)n1nnnc1CN1CCN(C(c2ccccc2)c2ccccc2)CC1 | x | x
40 | O=C(COn1nnc2ccc(Cl)cc21)NCc1ccccc1 | -6% | -0.8%
41 | Cc1ccccc1CNC(=O)C(=O)NCC(c1cccs1)S(=O)(=O)c1cccs1 (centres undefined) | 12%[10.9 µM] | 1.3%
42 | CC(NC(=O)c1cccc(N2CCCC2=O)c1)c1ccc2c(c1)OCCO2 (centres undefined) | -17% | 0.7%
43 | CCCC(=O)Nc1ccc2nc(SCC(=O)Nc3nccs3)sc2c1 | 3% | 0.4%
44 | Cc1ccccc1NC(=O)CCN1C(=O)c2ccccc2Sc2ncccc21 | -12%[10.9 µM] | -1.9%
45 | Cn1c(=O)c2cc(S(=O)(=O)Nc3cccc(F)c3)ccc2n(C)c1=O | -17% | 1.5%
46 | C=CCc1ccccc1OCC(O)CN1CCN(c2ccccc2)CC1 (centres undefined) | -26%[10.9 µM] | 9.8%
47 | CCS(=O)(=O)n1nc(-c2ccc(Cl)cc2)nc1N | -2% | -5.0%
48 | CSc1ccc(CCNC(=O)c2cnc3c(C)cccn3c2=O)cc1 | 4%[10.9 µM] | 1.7%

cpd | p53ts 32C kill | p53ts 39C kill
37 | 10%[9.22 µM] | 9%[9.22 µM]
38 | -4% | 10%
39 | -2% | 2%
40 | 3% | -1%
41 | -6% | -2%
42 | -6% | -9%
43 | -4% | 7%
44 | 0% | -24%
45 | -13% | -17%
46 | -8% | u
47 | -1% | -6%
48 | 8% | u

Continued:
cpd | structure | Imprint erasure | IkB sig inh
49 | O=C(NCc1ccco1)C1CCN(c2nnc(-n3cccc3)s2)CC1 | -7% | 0.0%
50 | COc1ccc(C)cc1NC(=O)Cn1c(=O)ccc2cc(S(=O)(=O)N3CCCC3)ccc21 | -14%[10.9 µM] | u
51 | CCn1c(COc2ccc3c(c2)OCO3)nnc1SCC(=O)c1ccccc1 | -9% | -0.1%
52 | COc1ccc(CC(=O)NCc2nnc(SCCOc3ccccc3)n2C)cc1 | 0% | 1.5%
53 | COc1ccc(NC(=O)c2cc(-c3cccs3)on2)cc1OC | -4% | -1.1%
54 | COc1ccc(-c2cc(OC(=O)c3ccccc3)c3c(C)oc(C)c3c(=O)c2)cc1OC | 2%[10.9 µM] | -0.6%
55 | c1ccc2c(-n3cnnn3)cccc2c1 | -9% | 0.4%
56 | O=C(O)C1CCCCC1C(=O)Nc1cccc(C(=O)N2CCCCC2)c1 (centres undefined) | -1% | 0.6%
57 | Cc1ccc(S(=O)(=O)Nc2ccc3oc(=O)sc3c2)c(C)c1 | -34%[inhibitor] | 4.7%
58 | CCc1cccc(NC(=O)CCS(=O)(=O)c2ccc(C)cc2)c1 | 9%[10.9 µM] | u
59 | O=C(Nc1ccccc1)c1cc2ccccc2o1 | x | x
60 | COc1ccc(Cn2c(=O)[nH]c3cc(C(=O)NCCCN4CCCCC4)ccc3c2=O)cc1 | -13% | -0.7%

cpd | p53ts 32C kill | p53ts 39C kill
49 | -6% | 2%
50 | 5% | -21%
51 | 7% | 9%
52 | -16% | 9%
53 | -6% | 1%
54 | 13% | 7%
55 | -10% | -6%
56 | 2% | 2%
57 | 4% | -19%
58 | -5% | 12%
59 | u | u
60 | -14% | 2%

More structures:
cpd | structure | Imprint erasure | IkB sig inh
61 | CCN1C(=O)[C@H]2[C@H]3[C@H](O)[C@H](O)C/C(=N/O[C@@H](C)c4cn([C@H]5COC[C@H]5O)nn4)[C@@H]3CC[C@@H]2C1=O | x | x
62 | COc1cc(NC(=O)Cn2c(-c3ccccc3)cc(C(C)=O)c2C)cc(OC)c1 | -7%[10.9 µM] | 1.8%
63 | CCc1c(C)nc(SCC(=O)Nc2cccc(Br)c2)[nH]c1=O | -14% | 8.9%
64 | O=C(Nc1cccc(C(F)(F)F)c1)c1cc(-c2ccc3c(c2)OCCO3)on1 | 12%[10.9 µM] | -1.0%
65 | CCOc1ccccc1NC(=O)C(C)N(c1ccccc1)S(C)(=O)=O (centres undefined) | -14%[10.9 µM] | 3.2%
66 | N#CC(C(=O)NCc1ccccc1)c1nc2ccccc2nc1N1CCCC1 (centres undefined) | -5% | -0.2%
67 | CCOc1ccc(CCNC(=O)C2CCN(c3nn4c(=O)cc(C)nc4s3)CC2)cc1OCC | 22% | 0.7%
68 | CC1CCCN(Cc2c(O)ccc3c(=O)c(Oc4ccc(C(C)(C)C)cc4)c(C(F)(F)F)oc23)C1 (centres undefined) | -22%[10.9 µM] | u
69 | CCOC(=O)c1ccccc1NC(=O)c1cc2c(=O)oc3ccc(C)cc3c2s1 | -10%[10.9 µM] | 1.2%
70 | Cc1ccc(S(=O)(=O)n2nc(-c3ccco3)nc2NCc2ccc(N(C)C)cc2)cc1 | -25%[10.9 µM] | u
71 | CC(C)OP(=O)(c1ccc(N(C)C)cc1)C(O)c1ccncc1 (centres undefined) | 4% | -0.1%
72 | Cc1cc(=O)[nH]c(SCC(=O)N2c3ccccc3CC2C)n1 (centres undefined) | -18% | 0.5%

cpd | p53ts 32C kill | p53ts 39C kill
61 | 5%[9.22 µM] | 5%[9.22 µM]
62 | 5% | 35%[activator]
63 | -7% | -1%
64 | u | u
65 | 7% | -4%
66 | 0% | -7%
67 | 7% | -5%
68 | 2% | -19%
69 | 14% | -4%
70 | -4% | -16%
71 | -7% | 2%
72 | -6% | 0%

High-throughput results: PubChem BioAssay, National Center for Advancing Translational Sciences (NCATS)
